TCR activator: T cell receptor activation; primary human leukocytes, anti-CD3, IL-2 HTRF, 48 h; Potency, µM (titrated, usually from 9.22 µM), for the others: at the top dose activation of IL-2 secretion, hits mostly activators; 330,000 tested, under 10 active; also: % of control where 0% means no effect
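TCR engagement came from a-CD3 beads alone, with compounds added to primary human leukocytes for 48 hr. Secreted IL-2 bridged europium cryptate- and d2-labelled anti-IL-2 antibodies, giving FRET emission at 665nm after 320nm excitation.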
AT treatment: candidate therapy for ataxia-telangiectasia; […] A-T fibroblasts, KAP-1 phosphorylation AlphaLISA; neocarzinostatin DNA damage 30 min before lysis; Potency, µM (doses to about 57.5 µM), for inactives: at the top dose activation, hits mostly activators; 320,000 compounds, 0.19% hits; AID 485349; also: potency is read from the fitted curve at half-maximal effect; % of control where 0% means no effect; nearly all actives have a fitted effect of over 45% in size
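hTERT-immortalized A-T patient fibroblasts ([…]), 500 cells/well in OPTI-MEM, 1% FBS, got compounds for 60 min, then NCS for 30 min at 37C. Lysates were then assayed for phospho-KAP-1 by AlphaLISA (anti-pKAP1 donor, anti-KAP1 acceptor beads), 6 hr at 25C.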
Integrin act MD: activators of alpha7 integrin expression for muscular dystrophy. alpha7betagal myoblasts, beta-gal FDG fluorescence, 48 h. 350,000 compounds, 0.064% hits. Potency, µM (highest dose often 38.3 µM), for inactives: at the highest dose activation, usual class: activators. AID 624291;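 also: potency is read from the fitted curve at half-maximal effect; 100% = response of the positive control SU9516; nearly all actives have a fitted effect of over 60% in size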
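alpha7betagal+/- myoblasts (passage 13, 250/well) treated 48 h at 37C with compounds at 1:260 dilution of DMSO stock. Lysed, then beta-galactosidase activity read as FDG fluorescence (ex 480/em 540) after 30 min, with pre-read for autofluorescence.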
ELG1 DNA repair: ELG1-dependent DNA repair inhibition; 330,000 compounds, 2.3% hits; AID 504467; HEK293T ELG1-luciferase reporter, luminescence, 16 h; DNA damage induced by 5-fluorouridine; Potency, µM (doses to about 46.1 µM), for the others: at the top dose activity change, negative = inhibition, actives largely listed as inhibitors; also: potency is read from the fitted curve at half-maximal effect; % is scaled to controls: 0 for no effect and ±100 for the full control effect; nearly all actives have a fitted effect of over 55% in size
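HEK293T cells expressing luciferase-tagged ELG1 (2,000/well) received 5-Fluorouridine plus compound or DMSO for 16 hr at 37 °C. Luciferase was read by ONE-Glo luminescence after 30 min at room temperature.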
PTAP TSG101 blk: blocks PTAP/TSG101 interaction to inhibit HIV-1 budding; Q99816; Fluorescence polarization, FITC-PTAP peptide / Tsg101 binding; 340,000 tested, under 10 active; Potency, µM (top dose mostly 115 µM), for the others: at the highest dose activity change, negative = inhibition, hits mostly inhibitors; AID 493005; active = well fitted inhibition curve with a large enough effect in the main read-out, with a control signal flat, not every such curve was filed as active; inconclusive = small, poorly fitted or top-dose-only effect, or effect the other way, or a change in a side signal; inactive = no such curve, though single readings can be large or run the other way; also: potency is read from the fitted curve at half-maximal effect; % of control where 0% means no effect
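Steps: Tsg101 binding domain dispensed (10 uM final), compounds pinned in DMSO, FITC-labeled PTAP-motif peptide added (50 nM final); after 20 min binding at room temperature, polarization measured.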
B2AR arrestin: agonists driving beta-arrestin recruitment to human beta2-adrenergic receptor | 330,000 compounds, 0.02% hits | beta-arrestin recruitment to beta2AR, cell-based reporter | AID 492947 | Potency, µM (series often up to 46.1 µM), inactives show top-dose activation, actives largely listed as activators | P07550;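 also: potency is read from the fitted curve at half-maximal effect; 0% = DMSO controls and full agonism = EC100 isoproterenol or metaproterenol; nearly all actives have a fitted effect of over 65% in size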
p53 reactivation: mutant p53 re-activation in reporter cells | AID 504706 | 320,000 compounds, 0.063% hits | H1299 p53-A138V BP100-luciferase reporter, luminescence, 24 h | Potency, µM (doses to about 92.2 µM), for the others: top-dose activity change, positive = activation, hits mostly activators; also: potency is read from the fitted curve at half-maximal effect; % of control where 0% means no effect; nearly all actives have a fitted effect of over 45% in size
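H1299 (p53-null), stable ts p53-A138V + BP100-Luc; 1000 cells/well, Opti-MEM/10% FBS; cpd 4 pt, 1:5; 24 h, 37 deg C, 5% CO2; detection reagent 10 min RT; luminescence.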
TRPV1 agonist: activates the human vanilloid receptor TRPV1; TRPV1-expressing cells, Fluo-8 calcium influx, agonist mode; activation, % at 8.33 µM; Q8NER1; 320,000 compounds, 0.19% hits; in the data active = activation above about 80%; inconclusive = between about 30% and that limit; also: 0% is about no effect
Target sequence (Q8NER1 whole entry, looked up): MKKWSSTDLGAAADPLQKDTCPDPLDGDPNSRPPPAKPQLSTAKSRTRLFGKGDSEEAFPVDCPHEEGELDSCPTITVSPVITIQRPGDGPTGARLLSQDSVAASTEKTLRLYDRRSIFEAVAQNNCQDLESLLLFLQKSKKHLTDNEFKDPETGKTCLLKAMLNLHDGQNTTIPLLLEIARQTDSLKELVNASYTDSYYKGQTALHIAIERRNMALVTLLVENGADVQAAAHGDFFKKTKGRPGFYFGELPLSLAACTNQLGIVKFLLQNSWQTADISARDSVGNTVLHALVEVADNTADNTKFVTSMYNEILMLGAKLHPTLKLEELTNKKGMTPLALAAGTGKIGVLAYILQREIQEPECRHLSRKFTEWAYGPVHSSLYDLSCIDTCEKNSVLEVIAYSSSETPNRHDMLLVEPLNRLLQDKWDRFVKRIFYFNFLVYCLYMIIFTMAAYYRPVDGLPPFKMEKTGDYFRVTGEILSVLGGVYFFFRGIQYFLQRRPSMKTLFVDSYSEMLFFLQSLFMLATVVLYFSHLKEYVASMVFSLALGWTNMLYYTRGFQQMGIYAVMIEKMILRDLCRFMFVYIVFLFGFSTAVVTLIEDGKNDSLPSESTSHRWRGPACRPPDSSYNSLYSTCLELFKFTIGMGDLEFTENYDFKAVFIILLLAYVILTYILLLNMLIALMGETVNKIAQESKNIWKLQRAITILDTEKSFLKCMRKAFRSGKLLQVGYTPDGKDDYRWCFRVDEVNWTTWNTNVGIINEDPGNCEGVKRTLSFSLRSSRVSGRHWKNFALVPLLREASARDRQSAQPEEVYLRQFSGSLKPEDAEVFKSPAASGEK
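TRPV1-expressing cells were cultured overnight at 35.5C and loaded with Fluo-8 calcium dye for 40 to 90 min at room temperature. After a 10 s baseline, compound was added and calcium influx was read kinetically for 3 min (ex 480/em 520 nm).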
BRCA1 expr act: increases BRCA1 expression | 380,000 compounds, 1.1% hits | MCF7-BRCA1-FFLuc reporter, luminescence, 48 h; response scale: scaled: vehicle 0%, 10 µM genistein 100% | AID 624202 | Potency, µM (series often up to 46.1 µM), without a hit: top-dose activation, usual class: activators; also: potency is read from the fitted curve at half-maximal effect; nearly all actives have a fitted effect of over 80% in size; some results filed as inactive show a strong effect at the top dose
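Luminescence from a BRCA1-driven firefly luciferase in MCF7 cells was the read-out, taken 15 min after substrate addition following 48 h compound exposure at 37 °C. Data were normalized to a 10 microM genistein control and DMSO vehicle.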
CXXC DNA block: MLL CXXC-DNA interaction inhibition; MLL-CXXC / FITC-HOXA9 DNA fluorescence polarization; Potency, µM (highest dose often 115 µM), for inactives: top-dose activity change, negative = inhibition, hits mostly inhibitors; AID 2662; 290,000 compounds, 0.037% hits; Q03164; active = well fitted inhibition curve with a large enough effect in the polarisation, with a control signal flat, not every such curve was filed as active; inconclusive = small, poorly fitted or top-dose-only effect, or effect the other way, or a change in a side signal; inactive = no such curve, though single readings can be large or run the other way; the % refers to the polarisation; also: potency is read from the fitted curve at half-maximal effect
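Purified MLL-CXXC (added from a 7 uM solution) was preincubated 5 min at ambient with pinned compounds in 50 mM Tris-HCl pH 7.5, 50 mM NaCl, 1 mM DTT, 0.05% BSA. Fluorescein-labeled HOX-A9 DNA (50 nM solution) followed, 30 min, then polarization read.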
An asterisk follows results filed as active; ? = inconclusive; . = no result given; [ ] = dose if it differs, or a comment. Unless noted, calls follow the shape of the dose curve; as a rule, active = well fitted curve in the direction sought with a large enough effect; inconclusive = small, poorly fitted or top-dose-only effect, or another doubt; inactive = no such curve, though single readings can be large; an effect the other way counts as inactive or inconclusive.

A first look, two compounds:
smiles	TCR activator	AT treatment	Integrin act MD	ELG1 DNA repair	PTAP TSG101 blk	B2AR arrestin	p53 reactivation	TRPV1 agonist	BRCA1 expr act	CXXC DNA block
CS(=O)(=O)c1ccc(C(=O)Nc2ccccc2N2CCOCC2)c(Cl)c1	11.9%	3.6%	-12.4%	-15.1%	-2.7%	0.2%	-1.6%	1.6	-29.7%	-0.4%
Cc1csc(NC(=O)c2ccc[nH]c2=O)n1	-2.8%	2.1%	-21.6%	?	-2.5%	0.5%	.	-0.1	69.1%	-0.6%

The whole of this part, repeating the preview:
smiles	TCR activator	AT treatment	Integrin act MD	ELG1 DNA repair	PTAP TSG101 blk	B2AR arrestin	p53 reactivation	TRPV1 agonist	BRCA1 expr act	CXXC DNA block
CS(=O)(=O)c1ccc(C(=O)Nc2ccccc2N2CCOCC2)c(Cl)c1	11.9%	3.6%	-12.4%	-15.1%	-2.7%	0.2%	-1.6%	1.6	-29.7%	-0.4%
Cc1csc(NC(=O)c2ccc[nH]c2=O)n1	-2.8%	2.1%	-21.6%	?	-2.5%	0.5%	.	-0.1	69.1%	-0.6%
O=C(CSc1nc2ccc(Cl)cc2[nH]1)NCCc1ccc(Cl)cc1	2.7%[46.1 µM]	12.8%	7.8%	-16.5%	-0.1%	-0.2%	-3.9%	?	-52.6%	12.2%
Cc1c(C(=O)Nc2ccc(F)cc2)nnn1-c1cccc(C(F)(F)F)c1	-5.1%	4.4%	-4.8%	5.8µM*	-0.7%	0.0%	3.3%	18.5	15.6%	-0.6%
CC(=O)Nc1ccc2nc(NC(=O)CCc3ccccc3)sc2c1	1.4%	5.8%	?	6.5%	0.7%	-0.2%	14.1%	2.5	-7.4%	3.8%
CC(C(=O)NCc1ccc(Cl)cc1)n1cccc1C(=O)c1ccccc1 (stereo not given)	1.4%	-0.1%	-6.4%	-3.2%	-5.0%	-1.1%	0.2%	-1.2	-1.9%	-0.3%
O=C(CCNS(=O)(=O)c1ccccc1F)N1CCN(C(c2ccccc2)c2ccccc2)CC1	0.9%	0.0%	?	?	-1.0%	-0.2%	-7.6%	?	-47.0%	.
CCNc1nc(NCC)nc(N/N=C/c2ccc(OC)cc2)n1	-4.8%	19.2%	-17.5%	4.8%	-12.4%	-0.4%	-3.4%	-2.7	4.3%	-7.0%
Cc1ccc(-n2ccc(=O)c(C(=O)Nc3ccc(S(=O)(=O)Nc4onc(C)c4C)cc3)n2)cc1	-5.1%	-3.9%	?	?	-9.2%	0.0%	11.0%	-7.6	6.0%	-1.1%
CC1CC(C)CN(C(=O)c2ccc(N3CC4CC(C3)c3cccc(=O)n3C4)c([N+](=O)[O-])c2)C1 (stereo not given)	-0.2%[46.1 µM]	11.3%	-7.7%	?	-3.2%	0.6%	-7.2%	-2.7	-22.4%	-0.1%
C(=N\n1cnc2ccccc21)/c1cccnc1	0.5%	3.6%	-4.5%	?	-7.0%	-0.2%	5.7%	-2.4	72.0%	2.5%
Cc1cccc(C(=O)OCC(=O)Nc2nnc(-c3ccccc3)o2)c1O	3.5%	1.1%	15.2%	-3.2%	-0.8%	-2.7%	3.1%	-4.3	-20.0%	.
O=C(Nc1ccc(Nc2ccccc2)cc1)c1ccc(Cl)cc1	-2.6%	.	-28.4%	.	-8.0%	.	.	.	-4.3%	.
FC(F)(F)c1ccc(NC(=S)NCc2ccccc2)cc1	-0.3%	9.3%	1.9%	-13.7%	1.0%	-0.1%	2.8%	?	-51.7%	13.7%
COC(=O)c1ccc(NC(=O)CSc2nc3[nH]ncc3c(=O)[nH]2)cc1	-6.4%	-1.3%	-14.7%	4.7%	-1.9%	0.4%	10.0%	-0.9	9.2%	.
COc1ccc(OC)c(/C=N/NC(=O)C(O)c2ccccc2)c1 (stereo not given)	.	4.4%	-4.1%	-3.0%	-0.3%	-0.3%	-4.0%	0.1	-2.8%	0.1%
O=C1[C@H]2[C@@H](c3ccc(F)cc3)N3C(=O)N(c4cccc(Br)c4)C(=O)[C@@]3(Cc3ccc(Cl)cc3)[C@H]2C(=O)N1C1CCCCC1	-12.6%	2.5%	16.6%	-5.0%	.	-0.6%	14.1%	-0.9	0.7%	-1.8%
CCOC(=O)c1cc2nc(-c3ccco3)cc(C(F)(F)F)n2n1	-1.7%[46.1 µM]	2.9%	-7.6%	12.3%	-5.0%	0.0%	1.5%	-3.5	2.9%	-1.3%
N#Cc1ccc(Sc2nc3ccccc3[nH]2)cc1C#N	4.8%	8.8%	10µM*	?	-0.4%	-0.5%	38.5%	-1.9	-38.0%	-0.7%
Oc1cccc(/C=N/N2CCN(c3ccccn3)CC2)c1	-6.4%	-10.1%	-14.5%	?	-0.3%	0.4%	10.6%	5.7	0.0%	-8.9%
CCN1C(=O)[C@@H]2[C@@H](c3ccc(-c4cccc(Cl)c4)c(OC)c3)N3CCCC[C@@]3(C(=O)OC)[C@@H]2C1=O	2.2%	8.5%	-5.9%	-3.1%	0.0%	0.0%	1.4%	5.3	-45.5%	.
COC(=O)c1[nH]c2cc(C)ccc2c1NC(=O)CN1CCN(c2ccccc2OC)CC1	-0.9%	-1.3%	-35.5%[inhibitor]	20.6µM*	-1.5%	0.5%	-15.5%	?	-68.3%	17.0%
O=C(CN1CCCC1)Nc1ccc(Cl)cc1C(F)(F)F	2.6%	4.1%	0.0%	10.0%	-4.3%	0.0%	3.6%	-2.2	-6.0%	5.6%
O=C(/C=C/c1ccc(Cl)c([N+](=O)[O-])c1)Nc1ccc(N2CCCC2)c(Cl)c1	-10.3%[46.1 µM]	-6.6%	-42.9%	8.0%	-5.1%	-0.5%	-6.8%	2.0	-62.3%	2.4%

2 compounds from above, showing only AT treatment, B2AR arrestin and ELG1 DNA repair.
smiles,AT treatment,B2AR arrestin,ELG1 DNA repair
COC(=O)c1[nH]c2cc(C)ccc2c1NC(=O)CN1CCN(c2ccccc2OC)CC1,-1.3%,0.5%,20.6µM*
O=C(CN1CCCC1)Nc1ccc(Cl)cc1C(F)(F)F,4.1%,0.0%,10.0%

More results follow.
smiles	TCR activator	AT treatment	Integrin act MD	ELG1 DNA repair	PTAP TSG101 blk	B2AR arrestin	p53 reactivation	TRPV1 agonist	BRCA1 expr act	CXXC DNA block
CN1CCN(c2ccccc2NC(=O)c2ccc(Br)o2)CC1	-4.9%	2.0%	0.5%	-14.3%	-0.6%	-0.1%	1.3%	2.3	-19.7%	-2.3%
COc1ccc(C=NNC(=O)CCCC(=O)NN=Cc2ccc(OC)c(OC)c2)cc1OC	-6.5%	.	-24.5%	.	-3.2%	.	.	.	-3.6%	.
CCN(C[C@H]1N[C@@](C)(C(=O)OC)[C@H]2C(=O)N(Cc3ccccc3)C(=O)[C@@H]12)C(=O)c1ccccc1	-2.2%	4.7%	4.7%	0.9%	-3.3%	-0.3%	2.8%	.	4.3%	.
Cc1ccc2cccc(OCc3ccccc3)c2n1	-5.2%	23.1%	5.0%	12.4%	-0.9%	0.2%	-2.1%	1.1	-7.7%	0.0%
CC(C)NC(=O)CN(C(=O)CCC(=O)Nc1ccccn1)c1ccc(F)c(Cl)c1	2.5%	-8.9%	-3.8%	0.2%	-2.3%	0.2%	-1.9%	4.0	-14.4%	9.9%
N=C1/C(=C\c2ccc(Br)o2)C(=O)N=C2SC(CC(=O)N3CCCCC3)=NN12	-9.2%	5.5%	3.0%	8.4%	3.1%	0.1%	-3.0%	1.5	-0.5%	17.7%
OC(COC(c1ccc(Cl)cc1)c1ccc(Cl)cc1)CN1CCc2ccccc2C1 (stereo not given)	1.0%[46.1 µM]	8.7%	-64.1%[inhibitor]	-6.8%	-1.5%	-1.5%	-5.5%	0.7	-69.2%	7.0%
CCn1nnnc1SCC(=O)N(C)C1CCS(=O)(=O)C1 (stereo not given)	14.2%	3.3%	5.4%	-2.1%	-2.4%	0.0%	4.1%	-1.2	-8.0%	.
Cc1nnc(SCC(=O)N2CCOCC2)s1	0.3%	4.1%	0.0%[7.66 µM]	20.0%	-5.2%	0.0%	4.8%	-1.7	-6.8%	-4.0%
O=c1ccncn1C1OC(CO)C(O)C1O (stereo not given)	2.2%	.	11.8%	.	0.4%	.	.	.	-7.7%	.
CCOC(=O)C1C(C#N)=C(N)OC(C)=C1c1ccncc1 (stereo not given)	3.2%	-1.7%	2.1%	18.0%	-4.3%	0.1%	2.0%	-2.1	0.2%	-5.9%
Cn1c(N2CCN(c3ccccn3)CC2)nc2c1c(=O)n(Cc1ccccc1Cl)c(=O)n2C	1.0%	.	-16.8%	.	-1.2%	.	.	.	2.5%	.
